From PubChem BioAssay
IDE inh – inhibitors of human insulin-degrading enzyme in cells; HEK cells, FAbetaB cleavage, fluorescence polarization; inhibition, % at 5.59 µM; 0.41% of 320,000 active; AID 434962;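 active = percent inhibition above the average of all tested compounds plus 3 SD, set per screening campaign, cut at about 16% in these data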;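 also: IDE supplied by intact live HEK cells; FP after avidin binding of uncleaved biotin substrate so inhibition keeps polarization high; 0% = DMSO wells and 100% = 60 µM reference IDE inhibitor Ii1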
M4 PAM – positive allosteric modulators of human muscarinic M4 receptor. P08173. 0.4% of 360,000 active. AID 624126. activation, % at 3 µM. CHO-K1 hM4/Gqi5, Fluo-8 calcium fluorescence, ACh EC20; 0% = ACh EC20, 100% = maximal ACh;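 active = activation above its plate's cutoff, the mean activation of sample wells plus 3 SD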; also: some results filed as inactive read as strong as hits
Target sequence (P08173 whole entry, looked up): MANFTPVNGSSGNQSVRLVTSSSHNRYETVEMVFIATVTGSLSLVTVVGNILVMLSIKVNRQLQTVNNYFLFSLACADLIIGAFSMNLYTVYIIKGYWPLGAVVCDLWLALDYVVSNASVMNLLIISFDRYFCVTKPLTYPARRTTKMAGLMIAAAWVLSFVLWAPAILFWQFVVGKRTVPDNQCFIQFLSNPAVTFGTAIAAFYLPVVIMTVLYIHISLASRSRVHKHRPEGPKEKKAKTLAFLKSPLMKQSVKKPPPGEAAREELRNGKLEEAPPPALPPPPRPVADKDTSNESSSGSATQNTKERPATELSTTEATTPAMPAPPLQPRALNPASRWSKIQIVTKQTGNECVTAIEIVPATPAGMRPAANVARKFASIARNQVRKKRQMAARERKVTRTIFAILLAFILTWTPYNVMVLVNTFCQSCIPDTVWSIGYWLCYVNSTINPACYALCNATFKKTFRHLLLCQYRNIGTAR
CHRM4 antagonist – CHRM4 antagonism in calcium assay; P08173; CHO-hM4 cells, ACh EC80, Fluo-8 calcium fluorescence; inhibition, % at 3 µM; 0.73% of 360,000 active;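 active = inhibition above its plate's cutoff, the mean inhibition of sample wells plus 3 SD, cut at about 27% in these data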;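 also: 0% = acetylcholine EC80 with DMSO and 100% = DMSO without agonist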
M4 ag – CHRM4 agonism in calcium assay. CHO-K1 hM4/Gqi5, Fluo-8 calcium fluorescence; vehicle 0%, full acetylcholine response 100%. activation, % at 3 µM. 0.14% of 360,000 active. AID 624127;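 active = activation above the run mean over all test wells plus 3 SD, cut at about 32% in these data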;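 also: peak over basal fluorescence ratio per well then scaled between controls; 0% = DMSO wells and 100% = acetylcholine at EC100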
CHRM5 agonist – CHRM5 agonism in calcium assay; AID 624037; CHO-K1 hM5 cells, Fluo-8 calcium fluorescence; 0% DMSO wells, 100% maximal acetylcholine response; activation, % at 3 µM; 0.19% of 360,000 active; P08912;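 active = activation above the run's mean over test compounds plus 3 SD, cut at about 23% in these data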;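 also: signal is peak over basal fluorescence ratio across the kinetic read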
Target sequence (P08912 whole entry, looked up): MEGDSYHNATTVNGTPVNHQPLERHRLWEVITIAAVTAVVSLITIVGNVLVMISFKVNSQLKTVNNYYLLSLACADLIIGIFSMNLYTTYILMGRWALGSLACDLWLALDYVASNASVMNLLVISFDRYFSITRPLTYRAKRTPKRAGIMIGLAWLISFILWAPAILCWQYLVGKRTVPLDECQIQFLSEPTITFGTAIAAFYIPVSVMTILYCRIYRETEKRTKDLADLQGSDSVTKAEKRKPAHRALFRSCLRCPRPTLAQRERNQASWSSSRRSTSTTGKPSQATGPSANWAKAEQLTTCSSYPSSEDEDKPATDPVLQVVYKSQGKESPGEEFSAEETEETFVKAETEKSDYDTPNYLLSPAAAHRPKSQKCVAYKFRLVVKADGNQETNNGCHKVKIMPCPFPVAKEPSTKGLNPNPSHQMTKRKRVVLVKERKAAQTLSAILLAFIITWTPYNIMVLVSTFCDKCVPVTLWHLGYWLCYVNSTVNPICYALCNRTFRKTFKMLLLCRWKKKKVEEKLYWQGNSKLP
CRFR2-BP ag – agonists of human CRF-binding protein/CRF-R2 receptor complex; activation, % at 13.2 µM; 0.46% of 350,000 active; HEK293 CRF-R2/CRF-BP, calcium dye fluorescence (FLIPR); percent of saturating CRF peptide response;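 active = activation of at least 50%, plus an integration ratio under a set limit after plate pattern correction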;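 also: plate controls were neutral control wells without compound for no effect and CRF at EC100 for full effect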
CRFBP-R2 block – blocks CRF-induced signaling of the CRF-BP/CRF-R2 complex. HEK293 CRF-R2/CRF-BP, CRF-induced calcium fluorescence. inhibition, % at 11.8 µM. 0.59% of 350,000 active. AID 588475;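 active = inhibition of the ligand-induced calcium signal above about 50% at the single tested concentration, limit read from the data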
M5 PAM – positive allosteric modulators of human muscarinic M5 receptor; activation, % at 3 µM; P08912; CHO-K1 hM5, Fluo-8 calcium, ACh EC20 PAM; 0% = ACh EC20, 100% = ACh EC100; 0.3% of 360,000 active; AID 624038;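 active = activation above the run cutoff, the mean activation of all test compounds plus 3 SD, cut at about 18% in these data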
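system = human M5 receptor in CHO-K1 cells | reagent = EC20 acetylcholine as agonist stimulus | compound dosing = single-point, 3 µM nominal | incubation = Fluo-8 loading 80 min at 37 °C plus 30 min room temperature | detection = Fluo-8 calcium dye fluorescence, kinetic read | benchmarks = low control EC20 acetylcholine (0%), high control EC100 acetylcholine (100%)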
CHRM5 antagonist – antagonists of human muscarinic M5 receptor (CHRM5); CHO-hM5 cells, Fluo-8 calcium fluorescence, ACh EC80; inhibition, % at 3 µM; 0.59% of 360,000 active;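 active = inhibition above a per-plate cutoff, the mean of that plate's test compounds plus 3 SD, cut at about 27% in these data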;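 also: 0% = acetylcholine EC80 with DMSO and 100% = DMSO without agonist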
* marks the source's active call; other numbers are inactive results; / = no result given.

SMILES	IDE inh	M4 PAM	CHRM4 antagonist	M4 ag	CHRM5 agonist	CRFR2-BP ag	CRFBP-R2 block	M5 PAM	CHRM5 antagonist
CC1(c2ccc3c(c2)OCCCO3)NC(=O)N(CC(=O)Nc2cccc(C#N)c2)C1=O (stereo not given)	11	5	-1	3	1	17	-24	4	5
O=C(Nc1nc(-c2ccccc2)cs1)C1c2ccccc2Oc2ccccc21	4	-14	2	0	-6	0.1	5	-21	1
CN(C)CCCn1c(N)c(S(=O)(=O)c2ccccc2)c2nc3ccccc3nc21	10	-9	0	4	-1	0.9	6	6	-6
O=C(Nc1ccccc1)C1=C[C@@H](C2CC2)C[C@@H](OCc2ccc(CO)cc2)O1	2	-3	3	-1	-4	-3.2	-15	-4	16
CCOC(=O)[C@H]1Nc2ccc(Cl)cc2[C@@H]2[C@H]1C1CC(c3ccccc31)N2C(=O)OCc1ccccc1 (stereo not given in full)	/	-7	3	-1	0	/	/	-16	6
CC(=O)Nc1ccc(NC(=O)C(Cc2ccccc2)NC(=O)C2CCC(C)CC2)cc1 (stereo not given)	-8	1	4	1	0	-1.4	16	2	0
C/C(=N\NC(=O)c1csc2ccccc12)c1ccc(O)cc1	6	-4	-4	5	-5	-3.3	8	-12	7
CC(=O)N1c2ccc(F)c(F)c2C[C@H]1C	2	9	-2	1	1	0.6	-2	10	7
O=[N+]([O-])c1cccc(-c2cc3ccccc3[nH]2)c1	3	-4	16	0	-7	-0.2	2	-5	11
Cc1ccc(S(=O)(=O)CC(=O)Nc2ncc([N+](=O)[O-])s2)cc1	0	9	-5	2	2	21	-8	5	-4
CNC(=O)Nc1ccccc1C(=O)Nc1ccccc1	13	-6	-2	2	2	-0.9	-7	9	1
COc1cccc(CNC(=O)c2ccc(S(=O)(=O)N3CCCCC3)cc2)c1	/	-1	2	14	2	-0.4	3	-6	8
COc1ccccc1-n1c(-c2ccc(Cl)cc2)c[nH]c1=S	0	-11	1	1	-10	-0.8	-23	-1	-1
CCOc1ccc(N2C(=O)/C(=C\c3ccc(O)c(OC)c3)S(=O)(=O)C2c2cccc([N+](=O)[O-])c2)cc1 (stereo not given)	5	-11	10	-1	-15	-1.3	-20	-9	14
COC(=O)C1C(=O)c2c([nH]c(C(=O)OC3CCCC3C)c2C)CC1C (stereo not given)	5	-9	-6	13	1	-3.3	-26	-7	3
CC(=O)Nc1cc(C(N)=O)c(Cl)cc1Cl	-14	10	-6	1	0	-1.4	72*	-2	4
COc1ccc(Cl)cc1NC(=O)CSc1sc2c(O)cc(=O)[nH]c2c1C#N	-4	23*	4	7	-1	0.5	3	15	19
CCOC(=O)N1CCN(C(=O)COC(=O)CSc2cc(C)c(Br)cc2C)CC1	-3	6	-6	12	0	-0.3	19	-6	3
c1ccc2nc3[nH]cnc3nc2c1	-2	3	7	1	0	-0.7	11	-1	11
Cc1cc(Cl)ccc1C(=O)C1CCCN(C(=O)c2cnsn2)C1 (stereo not given)	7	1	-1	1	-2	5.4	-12	1	3
C(=N\c1nccs1)/c1c[nH]c2ccccc12	2	-2	1	1	0	-2.2	-6	-7	6
COc1ccc(OCc2cccc(C(=O)Nn3cc([N+](=O)[O-])cn3)c2)cc1	-4	-14	14	3	7	13	53*	-5	10
CC(C)(C)c1[nH]nc2c1C(c1cccnc1)C(C#N)=C(N)O2 (stereo not given)	4	9	-11	1	-3	1.1	-2	-4	2
CCCCC(=O)Nc1nn(C)c2nc3c(C)cccc3cc12	-1	-6	-7	1	-5	0.1	-5	3	2
Cc1ccccc1Cn1nc(C)c(NC(=O)/C=C/c2cnn(C)c2C)c1C	5	5	1	1	1	-1.2	15	3	-7
CC(C)CCNC(=O)C1CCN(c2nc3ccccc3o2)CC1	0	-11	10	1	-1	-0.5	2	-4	-1
COc1ccccc1N1CCN(C(=O)c2ccccc2SCC(=O)N2CCCC2)CC1	/	-4	-3	10	-1	-1.3	8	-12	4
CC(C)P(=O)(Cc1cccc(C#N)c1)C(C)C	3	1	5	1	2	-1.6	32	0	0
COc1ccc(/C=C2\SC(=S)N(CC3CCCO3)C2=O)cc1 (stereo not given)	-2	9	1	-1	2	3.5	3	4	1
CC1CCN(C(=O)c2ccc(NC(=O)C3CCCO3)cc2)CC1 (stereo not given)	-4	-7	-3	0	-2	-1.3	-8	-1	-3
CC(C)(C)OC(=O)NCCCC[C@H](NC(=O)c1nc[nH]c1C(=O)N1CCc2ccccc2C1)C(=O)OC(C)(C)C	2	-5	-3	14	-3	0.4	-10	-23	15
O=C(CSc1ccc(-c2ccccc2)nn1)N1CCCCC1	0	-4	2	0	1	-0.2	-4	3	-9
Cc1cc(NC(=O)c2c(-c3c(Cl)cccc3Cl)noc2C)n(C)n1	5	-1	-4	0	-2	-0.6	5	4	-1
CCOC(=O)c1sc2nc(CC(=O)OC)nc(N3CCN(c4ccccn4)CC3)c2c1C	6	-10	12	10	-2	-0.8	9	-19	21
Cc1ccccc1NS(=O)(=O)c1ccc(-c2ccc(=O)[nH]n2)o1	-7	3	-4	1	-3	1.9	16	0	-7
CSc1ccc(NC(=O)Nc2ccc(C(=O)NCC(=O)O)cc2)cc1	/	0	3	1	-2	-1.1	7	-9	11
O=C(c1ccc(C(F)(F)F)cc1)C1CCCN(C(=O)CCN2CCCO2)C1 (stereo not given)	5	-3	6	0	-1	-2.3	-3	7	-2
COc1cc2c(cc1OC)CN(C(=S)Nc1ccc(OC(F)F)cc1)CC2	8	-13	-4	12	4	-0.4	17	-12	0
COc1ccc(/C=N/NC(=S)Nc2ccccc2)cc1COc1cccc(C)c1C	3	15	0	0	1	0.5	27	-5	16
Cc1c(C2Nc3ccccc3C(=O)N2O)cnn1C (stereo not given)	5	-5	5	1	0	-1.5	2	7	-6

A draw from above in order of heavy-atom count, highest first:
SMILES	IDE inh	M4 PAM	CHRM4 antagonist	M4 ag	CHRM5 agonist	CRFR2-BP ag	CRFBP-R2 block	M5 PAM	CHRM5 antagonist
COc1cc2c(cc1OC)CN(C(=S)Nc1ccc(OC(F)F)cc1)CC2	8	-13	-4	12	4	-0.4	17	-12	0
CSc1ccc(NC(=O)Nc2ccc(C(=O)NCC(=O)O)cc2)cc1	/	0	3	1	-2	-1.1	7	-9	11
O=C(CSc1ccc(-c2ccccc2)nn1)N1CCCCC1	0	-4	2	0	1	-0.2	-4	3	-9

New compounds follow.
SMILES	IDE inh	M4 PAM	CHRM4 antagonist	M4 ag	CHRM5 agonist	CRFR2-BP ag	CRFBP-R2 block	M5 PAM	CHRM5 antagonist
CCOC(=O)c1cn(Cc2ccc(C)cc2)nn1	-1	14	6	1	2	-0.6	3	1	3
CCO[C@@H]1OC(C(=O)NC2CC2)=C[C@H](C2CC2)[C@H]1CCCO	-2	-10	2	1	1	-0.7	-5	5	11
Cc1cc(C(=O)N/N=C/c2cccc([N+](=O)[O-])c2)c(C)o1	7	6	4	0	-1	-0.4	6	3	-3
O=S(=O)(NCC1CCCO1)c1ccc(NS(=O)(=O)c2ccc(F)cc2)cc1 (stereo not given)	5	-7	7	0	-3	-0.8	9	-8	12
COc1ccc(N(C(=O)c2snc(C(N)=O)c2N)C(C(=O)NC2CCCC2)c2ccc(OC)c(OC)c2)cc1 (stereo not given)	7	-9	1	4	-2	-0.2	2	-8	17
Cc1ccc(C(=O)N2c3ccccc3N=C(c3ccccc3)C2C(=O)NC(C)C)cc1 (stereo not given)	/	1	-4	1	-3	/	/	12	-6
CC1(C)CC(=O)c2sc(NC(=O)C3CC3)nc2C1	5	8	-18	1	-1	2.4	15	0	-3
COc1ccc(NC(=O)C2CCN(S(=O)(=O)c3ccc4c(c3)CC(C)N4C(C)=O)CC2)c(OC)c1 (stereo not given)	4	1	1	4	2	0.5	-1	-3	11
CCCc1nnc(NC(=O)CCC(=O)NC2CCCc3ccccc32)s1 (stereo not given)	0	18	-5	1	1	2.5	5	12	-1
CCOC(=O)N1N=C(C)CC1(O)c1ccccc1 (stereo not given)	1	4	-1	0	-2	0.1	5	1	2
CC(=O)n1cc(N(C(=O)CCl)c2ccc(Cl)cc2)c2ccccc21	3	0	8	3	0	-0.9	-25	4	5
N#Cc1c(-c2ccccc2)cc(-c2ccc3c(c2)OCO3)[nH]c1=O	6	4	-1	1	-1	0.1	8	6	4
CC(=O)NC(Cc1ccc(C)cc1)C(=O)NC1CCN(c2ncccc2[N+](=O)[O-])CC1 (stereo not given)	-2	5	1	2	-2	-3.1	60*	1	1
O=S(=O)(O)c1ccc(SCc2ccccc2)nc1	3	-4	-11	1	4	-0.4	15	0	-1
Cc1ccc2nc(NC(=O)C3CCN(S(=O)(=O)c4cccc5nsnc45)CC3)sc2c1	0	5	2	4	1	-1.0	15	6	-3
N/C(=N\OC(=O)COc1ccc2ccccc2c1)c1ccccn1	3	-3	3	11	14	-0.1	-12	-9	4
COc1cc(CCC(=O)OCC(=O)N2CC(=O)Nc3ccccc32)cc(OC)c1OC	2	-2	-2	3	-2	-1.3	4	3	11
CC(OC(=O)c1cc2c(ccc3ccccc32)oc1=O)c1nc2ccccc2s1 (stereo not given)	-1	2	-6	1	1	0.3	7	-5	8
O=c1oc(C2(O)CCCCC2)cc2ccc(Br)cc12	9	12	-7	3	1	-1.6	-25	5	8
COc1ccc(CCNC(=O)C2CCCN(S(=O)(=O)c3ccc(F)cc3)C2)cc1 (stereo not given)	-1	-3	3	6	-1	0.3	-15	-1	4
Cc1ccc(NC(=O)c2onc(C)c2Cl)cc1	-1	5	-5	1	0	0.5	6	1	-1
Cc1ccccc1N1C(=O)c2cc(S(N)(=O)=O)c(Cl)cc2NC1C (stereo not given)	3	1	-8	0	0	-1.2	-17	-5	1
Cc1nnc2c(NC3CCCCC3)nc3ccccc3n12	-1	3	5	0	-1	0.5	-13	2	4
CCCOC(=O)N[C@@H]1C(=O)N2C(C(=O)OCCC)=C(C)CS[C@H]12	-3	5	8	0	1	-1.4	1	10	11
O=C(Nc1ccccc1C(=O)Nc1nncs1)c1ccccc1	-1	-1	5	3	3	5.2	20	7	1
O=C(N[C@@H](Cc1ccccc1)C(=O)NC1CCCCCC1)c1ccco1	-2	-4	7	2	-2	-1.2	6	-1	0
Cc1ccc(C)c(N(Cc2ccccc2F)S(C)(=O)=O)c1	8	4	-7	1	-6	-1.3	-44	0	-3
C/C(=N\NC(=O)C1COc2ccccc2O1)c1ccc(C)o1 (stereo not given)	-2	3	-3	1	-5	-0.9	4	-2	-3
COc1ccc(C(CNC(=O)c2cc3c(s2)CCC(C)C3)N2CCCC2)cc1 (stereo not given)	2	9	1	6	-10	-1.0	-2	-3	13
Cc1cccn2c(=O)nc(SCC(=O)NCc3ccccc3Cl)nc12	-2	-4	-5	1	-3	0.1	1	2	-12
Cc1cc(C)nc(SCC(=O)NC2CCCC2)n1	7	-18	11	15	1	1.1	5	-11	14
Cc1ccc(S(=O)(=O)N2CCC(C(=O)OCc3c(C)noc3C)CC2)cc1C	-7	-3	7	1	-5	1.1	8	-9	4
O=C(CCS(=O)(=O)c1ccc(Br)cc1)NCCc1ccc(Cl)cc1	0	-5	-2	5	-2	-0.8	-4	-4	8
